BRCA1 expr up: qHTS Assay to Identify Small Molecule Activators of BRCA1 Expression; Potency, µM (top dose mostly 46.1 µM), without a hit: at the top dose activation, actives largely listed as activators; MCF7-BRCA1-FFLuc reporter, luminescence, 48 h; response scale: scaled: vehicle 0%, 10 µM genistein 100%; 1.1% of 380,000 active; further: potency means the concentration at half of the fitted maximal effect; nearly all actives have a fitted effect of over 80% in size; some results filed as inactive show a strong effect at the top dose
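48 h compound treatment of MCF7-BRCA1-FFLuc cells (phenol-red free MEM, 37 °C), then 15 min with luciferase substrate and luminescence imaging.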
RORg inh: qHTS for inhibitors of ROR gamma transcriptional activity. AID 2551, 2010. Drosophila S2 Gal4-RORgamma UAS-luciferase reporter, 20 h. 5.4% of 310,000 active. Nuclear receptor ROR-gamma (Mus musculus), P51450. Potency, µM (series often up to 53.6 µM), without a hit: at the highest dose activity change, negative = inhibition, most hits filed as inhibitors; further: potency means the concentration at half of the fitted maximal effect; on the % scale 0 is the no-effect control and ±100 the full control effect; nearly all actives have a fitted effect of over 60% in size
Target sequence (P51450 whole entry, looked up, the tested form may be a part): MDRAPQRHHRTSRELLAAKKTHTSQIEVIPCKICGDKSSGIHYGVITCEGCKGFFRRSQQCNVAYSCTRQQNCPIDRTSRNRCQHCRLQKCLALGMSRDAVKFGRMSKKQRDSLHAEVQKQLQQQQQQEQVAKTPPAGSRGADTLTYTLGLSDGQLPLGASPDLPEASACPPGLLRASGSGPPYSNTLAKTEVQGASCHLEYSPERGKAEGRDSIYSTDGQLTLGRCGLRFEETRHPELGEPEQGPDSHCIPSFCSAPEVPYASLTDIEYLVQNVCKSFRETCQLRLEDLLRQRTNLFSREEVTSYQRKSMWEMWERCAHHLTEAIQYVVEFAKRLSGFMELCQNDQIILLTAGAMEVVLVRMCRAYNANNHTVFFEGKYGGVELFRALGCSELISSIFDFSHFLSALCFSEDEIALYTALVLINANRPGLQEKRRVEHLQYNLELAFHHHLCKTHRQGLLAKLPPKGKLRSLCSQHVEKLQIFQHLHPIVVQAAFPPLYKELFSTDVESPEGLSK
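Drosophila S2 cells stably expressing Gal4-DBD/mouse RORγ fusion under metallothionein promoter plus UAS-luciferase; compound 1 h, then 700 uM CuSO4 induction for 20 h at ambient temperature; inhibition read as reduced luminescence.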
Rab9 promoter act: qHTS Assay for Rab9 Promoter Activators; Potency, µM (top dose mostly 9.22 µM), inactives show at the top dose activation, negative = inhibition, hits mostly activators; 2.8% of 320,000 active; Huh7 Rab9 promoter-luciferase reporter, luminescence, 24 h; further: potency means the concentration at half of the fitted maximal effect; % of control where 0% means no effect; nearly all actives have a fitted effect of over 60% in size
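Huh7 reporter line, Rab9 promoter upstream of luciferase. Compound exposure 24 h at 37 °C in reduced-serum medium with 10% FBS. Read-out: luminescence.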
ELG1 genotoxic: qHTS screen for small molecules that induce genotoxicity in human embryonic kidney (HEK293T) cells expressing luciferase-tagged ELG1. HEK293T ELG1-luciferase reporter, luminescence, 16 h. Potency, µM (highest dose often 46 µM), without a hit: at the top dose activity change, positive = activation, usual class: activators. 1.3% of 330,000 active; further: potency means the concentration at half of the fitted maximal effect; % of control where 0% means no effect; nearly all actives have a fitted effect of over 60% in size
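16 hr compound incubation (37 °C, 5% CO2) of HEK293T cells carrying luciferase-tagged ELG1; luciferase then measured by ONE-Glo luminescence after 30 min at RT.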
NPC1 prom act: qHTS Assay for NPC1 Promoter Activators. Potency, µM (top dose mostly 9.22 µM), without a hit: at the top dose activation, hits mostly activators. Huh7 NPC1 promoter luciferase reporter, 24 h. 2.4% of 320,000 active. AID 485313, 2010;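 further: potency means the concentration at half of the fitted maximal effect; % of control where 0% means no effect; nearly all actives have a fitted effect of over 60% in size; reporter is driven by a mutant NPC1 promoter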
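Quantitative HTS used a cell-based reporter: Huh7 cells stably bearing the NPC1 promoter upstream of luciferase were treated with compounds for 24 h, and promoter activation was read as luminescence.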
VP16 counter: VP16 counterscreen qHTS for inhibitors of ROR gamma transcriptional activity; Drosophila S2 Gal4-VP16 UAS-luciferase, luminescence, 20 h; Potency, µM (top dose mostly 53.6 µM), inactives show top-dose activity, negative = inhibition, actives largely listed as inhibitors; 3.5% of 310,000 active;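 further: Gal4-VP16 expression switched on by copper sulfate through the metallothionein promoter; potency means the concentration at half of the fitted maximal effect; on the % scale 0 is the no-effect control and ±100 the full control effect; nearly all actives have a fitted effect of over 50% in size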
TRPV1 ag: HTS Assay for Compounds that Act as Agonists of the Vanilloid Receptor 1 | Transient receptor potential cation channel subfamily V member 1 (Homo sapiens), Q8NER1 | TRPV1-expressing cells, Fluo-8 calcium influx, agonist mode | activation, % at 8.33 µM | 0.19% of 320,000 active | AID 540275, 2011; in the data active means activation above about 80%; inconclusive means between about 30% and that limit; further: 0% is about no effect
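Fluo-8 calcium influx in TRPV1-expressing cells, kinetic read (ex 480/em 520 nm). Compound added and read 3 min for agonist activity, followed by capsaicin at EC20 final and 2 min further read for enhancement.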
Tb PFK block: qHTS Assay to Find Inhibitors of T. brucei phosphofructokinase; ATP-dependent 6-phosphofructokinase (Trypanosoma brucei brucei), O15648; T. brucei PFK, ADP-Glo luminescence; Potency, µM (doses to about 57.5 µM), without a hit: top-dose activity, negative = inhibition, hits mostly inhibitors; 0.17% of 330,000 active;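 further: potency means the concentration at half of the fitted maximal effect; 0% = uninhibited 1x PFK enzyme wells and -100% = no-enzyme wells; nearly all actives have a fitted effect of over 60% in size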
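Compounds were pin-transferred as a titration series up to 57 uM into substrate buffer (0.5 mM F6P, 0.1 mM ATP, pH 8.0), then 1.25 nM PFK was added and reactions ran 45 min before ADP-Glo detection.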
FLuc counter: qHTS profiling assay for firefly luciferase inhibitor/activator using purifed enzyme and Km concentrations of substrates (counterscreen for miR-21 project). Luciferin 4-monooxygenase (Photinus pyralis), P08659. purified FLuc, Km substrates, luminescence inhibition. Potency, µM (doses to about 57.5 µM), inactives show at the highest dose activity change, negative = inhibition, actives largely listed as inhibitors. 6.9% of 360,000 active. AID 588342, 2011;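 further: potency means the concentration at half of the fitted maximal effect; plate controls were vehicle for no effect and reference inhibitor for full effect; nearly all actives have a fitted effect of over 55% in size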
Target sequence (P08659 whole entry, looked up): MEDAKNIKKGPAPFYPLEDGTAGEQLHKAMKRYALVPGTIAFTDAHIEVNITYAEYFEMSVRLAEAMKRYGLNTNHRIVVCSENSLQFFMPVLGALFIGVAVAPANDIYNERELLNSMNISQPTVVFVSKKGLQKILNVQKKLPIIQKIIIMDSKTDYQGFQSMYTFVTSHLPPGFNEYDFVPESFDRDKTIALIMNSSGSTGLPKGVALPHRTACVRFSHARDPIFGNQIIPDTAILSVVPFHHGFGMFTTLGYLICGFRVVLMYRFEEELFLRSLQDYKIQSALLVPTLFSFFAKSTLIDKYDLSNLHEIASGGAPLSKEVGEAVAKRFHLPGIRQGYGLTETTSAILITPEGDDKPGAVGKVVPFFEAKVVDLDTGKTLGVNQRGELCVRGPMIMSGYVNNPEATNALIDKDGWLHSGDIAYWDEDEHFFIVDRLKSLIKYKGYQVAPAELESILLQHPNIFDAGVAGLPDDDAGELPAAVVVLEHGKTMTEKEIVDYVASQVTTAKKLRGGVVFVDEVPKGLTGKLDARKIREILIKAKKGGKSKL
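Biochemical qHTS of compounds, final roughly 60 µM downward over six points, against 10 nM purified firefly luciferase using Km concentrations of substrates (10 uM D-luciferin, 10 uM ATP) in Tris acetate pH 7.5 buffer; luminescence output.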
p53 reactivation: qHTS assay for re-activators of p53 using a Luc reporter; 0.063% of 320,000 active; H1299 p53-A138V BP100-luciferase reporter, luminescence, 24 h; Potency, µM (doses to about 92.2 µM), without a hit: at the highest dose activity change, positive = activation, actives largely listed as activators; further: potency means the concentration at half of the fitted maximal effect; % of control where 0% means no effect; nearly all actives have a fitted effect of over 45% in size
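H1299 (p53-null), stable ts p53-A138V + BP100-Luc; 1000 cells/well, Opti-MEM/10% FBS; cpd 4 pt, 1:5; 24 h, 37 deg C, 5% CO2; detection reagent 10 min RT; luminescence.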
ELG1 repair inh: qHTS screen for small molecules that inhibit ELG1-dependent DNA repair in human embryonic kidney (HEK293T) cells expressing luciferase-tagged ELG1 | AID 504467, 2011 | 2.3% of 330,000 active | HEK293T ELG1-luciferase reporter, luminescence, 16 h; DNA damage induced by 5-fluorouridine | Potency, µM (series often up to 46.1 µM), without a hit: top-dose activity change, negative = inhibition, actives largely listed as inhibitors; further: potency means the concentration at half of the fitted maximal effect; on the % scale 0 is the no-effect control and ±100 the full control effect; nearly all actives have a fitted effect of over 55% in size
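Overnight (16 hr) co-exposure of 2,000 cells/well to 5-fluorouridine and compound at 37 °C preceded detection. Luciferase was quantified via ONE-Glo luminescence; loss of signal denotes inhibition.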
Starred values were filed as active, the others as inactive; ? = inconclusive; & = joins results of further samples; [ ] = another dose, or the depositor's remark. Unless noted, the call rests on the fitted dose curve; in most records, active means well fitted curve in the direction sought with a large enough effect; inconclusive means small, poorly fitted or top-dose-only effect, or another doubt; inactive means no such curve, though single readings can be large; an effect the other way counts as inactive or inconclusive. Rows are unselected; about 15% have a hit in one of these screens.

Values in the order: NPC1 prom act, p53 reactivation, RORg inh, Rab9 promoter act, BRCA1 expr up, TRPV1 ag, VP16 counter, FLuc counter, ELG1 genotoxic, Tb PFK block, ELG1 repair inh
COc1ccc(Cl)cc1NC(=O)CC(=O)Nc1cc(Cl)ccc1OC
→ 19%, 6%, 17%, 8%, -37%, -1, -8%, 2%, 4%, 0%, 4%
Cc1cc(C)nc(NC(N)=S)n1
→ -2%, 0%, -25%, -1%, -1%, 3, -5%, -2%, 0%, 1%, 0%
S=c1[nH]nc(-c2cccnc2)n1C1CCCCC1
→ -3%, 23%, ?, -3%, 3%, -2, ?, 1%, 0%, 0%, 13%
Cc1ccc2cc(CN(CC3CCCO3)C(=S)Nc3ccccc3)c(=O)[nH]c2c1C (centres undefined)
→ -25%, -1%, -45%, -15%, -49%, 12, -24%, 3%, -10%, 6%, 4.6µM*
CCOc1cc(S(=O)(=O)n2ccnc2)ccc1Cl
→ 0%, -5%, 0%, -4%, -2%, -3, 0%, -16%, 2%, -2%, 9%
CCCCC(=O)OCC(=O)Nc1ccc(SC(F)F)cc1
→ 2%, -1%, 14%, 4%, 24%, ?, -11%, 21µM*, 2%, -7%, 2%
Fc1ccc(NC(=S)Nc2cccnc2)cc1Cl
→ -5%, 8%, -2%, -6%, -28%, 1, -9%, 0%, -12%, ?, ?
Cc1c(NC(=O)CCC2CCCCC2)cc(C(=O)N2CCOCC2)cc1[N+](=O)[O-]
→ -4%, 1%, 3%, 0%, -20%, 1, -8%, -1%, 2%, -2%, 6%
Cc1noc(C)c1C(=O)NCc1ccccc1Br
→ 1%, 2%, 4%, 4%, 4%, -6, 3%, -1%, -4%, -3%, -12%
O=c1[nH]c(C2CCCN(S(=O)(=O)c3ccc(F)cc3)C2)nc2c1nnn2Cc1ccccc1 (centres undefined)
→ -3%, -4%, -32%, 11%, -32%, 1, -20%, 0%, 1%, -5%, ?
Cc1c(C(=O)OCCN2CCCCC2)oc2ccccc12
→ 0%, 2%, 4%, 5%, 1%, 0, 2%, 19µM*, 2%, -1%, 16%
COC(=O)C(C)Sc1nc2c(c(=O)[nH]c(=O)n2C)n1CCC(C)C (centres undefined)
→ -1%, -7%, ?, -1%, 6%, 10, -1%, -1%, 0%, -1%, 12%
COc1cc(/C=C(\C#N)c2nc3ccccc3[nH]2)cc(Br)c1OCc1ccccc1
→ -2%, 3%, ?, -8%, -62%, 30, ?, -9%, 7%, 2%, ?
Oc1[nH]c2ccc(Br)cc2c1N=Nc1ccc(C(F)(F)F)cn1
→ 0%, 6%, -37%[10 µM], -4%, -47%, -5, ?, 4%, -4%, 0%, 5%
COc1ccc(Cn2c(=S)[nH]c3ccccc3c2=O)cc1
→ -6%, 13%, 8.9µM*, -1%, -1%, ?, 10µM*, -2%, 6%, 3%, -4%
COc1ccccc1CN1CC(C(=O)NCc2cccnc2)CC1=O (centres undefined)
→ -3%, -14%, 9%, -2%, 1%, -3, 4%, -1%, -6%, 1%, 5%
O=C(N/N=C/c1ccccc1OC(=O)c1ccc2c(c1)OCO2)c1cccc(F)c1
→ 0%, ?, 13µM*, 0%, -35%, 3, ?, 2%, ?, 1%, 11%
CCNc1nc(C)c2cc(Br)c(=O)n(CC)c2n1
→ -16%, -5%, 13%, -9%, -75%, 0, 0%, 2%, 10%, 1%, ?
COc1ccc(N2CCc3c(C)nc4c(OC)cccc4c32)cc1
→ -31%[inhibitor], 28%, 20µM*, -16%, -13%, -7, -7%, -2%, -10%, -1%, ?
COc1ccc(-c2cc(C(=O)NC3CCCC3)no2)cc1
→ 0.79µM*, ?, -24%, 1.8µM*, ?, -4, -17%, 2.1µM*, 3.7µM*, 2%, ?
O=C(Cn1cnc2ccccc21)N/N=C/c1cccnc1
→ -3%, -3%, -8%, 4%, -20%, 2, 4%, -1%, 2%, -3%, 5%
O=S(=O)(c1cccc(Cn2nnc(-c3ccc(F)cc3)n2)c1)N1CCOCC1
→ 3%, -11%, 41%, -7%, -22%, 9, 11µM*, ?, -11%, -3%, ?
CC1CCN(C(=O)CSc2nnc(CNC(=O)c3ccc(F)cc3)o2)CC1
→ -2%, 6%, 0%, 7%, 2%, 3, -5%, -1%, 2%, 0%, 2%
O=S(=O)(NNc1ccc(Cl)nn1)c1ccc(F)cc1
→ 5%, 16%, 14µM*, 19%, -43%, -3, ?, ?, -2%, -3%, 9%
CCOc1ccc2[nH]c(=O)c(CN(Cc3ccco3)C(=O)c3ccc(Br)cc3)cc2c1
→ -12%, 7%, 24%, -6%, -81%, 3, -16%, 5%, 1%, 1%, -17%
O=C(O)C1C2C=CC(C2)C1C(=O)Nc1nccs1 (centres undefined)
→ -3%, -2%, -14%, 1%, 0%, -1, -3%, -1%, -1%, 2%, 8%
CCOc1ccc2nc(N/C(N)=N/C(=S)Nc3ccc(C)c(C)c3)nc(C)c2c1
→ -13%, 14%, 1.8µM*, -23%, -26%, 3, ?, -11%, -2%, -1%, 1%
Cc1ccc2nc(-c3ccc(NC(=S)NC(=O)CC(C)C)cc3)sc2c1
→ 0.56µM*, 26%, -1%, 1.1µM*, ?, 0, 13%, 24µM*, 9.2µM*, 3%, ?
CCO[C@@H]1OC(C(=O)N2CCN(Cc3ccccc3)CC2)=C[C@H](c2ccc(Br)cc2)[C@H]1CCCO
→ -2%, 1%, 35%, -5%, -33%, 7, -7%, 0%, -11%, 5%, -9%
CN(C)Cc1c(C(=O)N/N=C/C=C/c2ccccc2)nnn1-c1nonc1N
→ -5%, 4%, ?, -3%, 11%, -1, ?, -2%, -29%, 0%, 0%
C=Cn1c(C(=O)O)ccc1-c1ccc(OC)cc1
→ -9%, -5%, -12%, 0%, 24%, 7, -2%, 2%, 3%, 0%, ?
CC(C)c1c(C(=O)N/N=C/c2ccc(OCc3ccccc3)cc2)nnn1-c1nonc1N
→ 3%, 9%, -8%, 0%, 26%, 5, -3%, 2%, 12%, -2%, 19%
CCOC(=O)NNC(=O)C1CCC(C)CC1 (centres undefined)
→ -2%, -2%, 1%, 3%, 9%, 1, 2%, 0%&-1%, 29%, -3%, ?
Cc1ccc(NS(=O)(=O)c2ccccc2Cl)c2c1CC(C)(C)O2
→ 1%, -4%, -34%, -4%, -12%, 21, -12%, -1%, -3%, 1%, -8%
CCN(CC)S(=O)(=O)c1ccc(OCC(=O)NC(=O)c2ccccc2OC)c([N+](=O)[O-])c1
→ -1%, 13%, -33%, 8%, -4%, 1, 16%, 7%, 1%, -1%, -22%
CC(C)Cn1c(-c2ccc(Br)o2)n[nH]c1=S
→ -1%, -4%, 6.3µM*, -2%, -24%, -4, ?, 3%, 0%, -6%, 0%
CCN(CC)CCNc1ncnc2c1sc1nc(N3CCOCC3)c3c(c12)CC(C)(C)SC3
→ 16%, 4%, ?, -2%, 3%[1.84 µM], 0, ?, 3%, -1%, 1%, -15%
CCCN(CCC)C(=S)NC1CC2C=CC1C2 (centres undefined)
→ -1%, -1%, ?, -1%, 3%, 17, -16%, -1%, 1%, 0%, 7%
C/C(=N/NC(=O)c1ccc(Br)s1)c1ccncc1
→ ?, -15%, 9%, 23%, 84%, 29, 24%, ?, 10%, -1%, ?
Cn1cc(C(=O)c2ccc(Cl)cc2Cl)cc1C(=O)N/N=C(\N)COc1ccccc1
→ -5%, -8%, 0.71µM*, 2%, -22%, -1, 1.6µM*, 0%[2.3 µM], -12%, -9%, -28%
COc1cc(CN2CCNC(=O)C2CC(=O)NCCCC2CCCC2)cc(OC)c1 (centres undefined)
→ -3%, 7%, 2%, -2%, -5%, 4, 4%, 1%, 1%, 1%, 27%
CCN(CC)S(=O)(=O)N1CCC(C(=O)NC2CCCC2)CC1
→ -3%, 4%, 6%, 0%, -24%, -1, -3%, 3%, 0%, 2%, -11%

Compound activity as filed in PubChem.
